Screening results from PubChem BioAssay.
TAG inh: reduces triacylglycerol accumulation in H9c2 cells; Nile Red lipid (TAG) fluorescence; cells loaded with 200 µM oleic acid; inhibition, % at 12.5 µM; actives 0.66% (n = 230,000); AID 651582;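 active means pattern-corrected inhibition of lipid staining of at least 50% with the nuclear-stain viability signal not falling by more than 50%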;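 further: 0% = DMSO wells and 100% = triacsin C control wells; some results filed as inactive read as strong as hits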
TAG inh DAPI viability: recorded beside TAG inh, whose call it bears; DAPI nuclei signal change (viability), lower = more cytotoxic, %;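 whole-well DAPI fluorescence read on a plate reader as a viability signal; minus 50 percent equals half of cells still viable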
* marks the source's active call; other numbers are inactive results. Some of the compounds tested; rates above refer to the full screens.

`NC(=O)NCc1ccc(C(=O)OCc2ccncc2)cc1` gave TAG inh -10 and TAG inh DAPI viability -2.
Screening CCN(Cc1ccccc1)C(=O)CN1C(=O)c2ccccc2S1(=O)=O returned TAG inh 14 and TAG inh DAPI viability -14.
`COc1cc(/C=N/NC(=O)Cn2cnc3c2c(=O)n(C)c(=O)n3C)cc(OC)c1OC` gave TAG inh 15 and TAG inh DAPI viability -7.
`N#CCCN(C(=O)COC(=O)c1ccc(S(=O)(=O)N2CCOCC2)cc1)c1ccccc1` gave TAG inh 13 and TAG inh DAPI viability -1.
For CC1CCCCN1CCCNc1ccc(C(CC(N)=O)NC(=O)Cc2ccc(Br)cc2)cc1[N+](=O)[O-] (configuration not stated) the results were TAG inh 19 and TAG inh DAPI viability -3.
COc1cccc(NC(=O)CN2C(=O)NC(C)(CCC(C)C)C2=O)c1 (configuration not stated) was read as TAG inh -23 and TAG inh DAPI viability 7.
`O=C(CSc1nnc(CNC(=O)c2cccs2)o1)NCc1ccc(F)cc1` gave TAG inh 6 and TAG inh DAPI viability -5.
COc1cc(F)ccc1-c1csc(C(O)c2ccc(F)c(F)c2)n1 (configuration not stated) was read as TAG inh -14 and TAG inh DAPI viability 3.
`CN(Cc1ccccc1)C(=O)c1csc([C@@H]2C[C@H](O)[C@@H](CO)O2)n1` gave TAG inh 4 and TAG inh DAPI viability 2.
Screening CC(C)(C)c1ccc(COC(=O)CN2C(=O)NC3(CCCC3)C2=O)cc1 returned TAG inh -1 and TAG inh DAPI viability -3.
`COC(=O)c1ccc(NC(=O)N2CCCC(C(=O)c3ccccc3OC)C2)cc1` (configuration not stated) gave TAG inh -15 and TAG inh DAPI viability -1.
For CCCn1c(SCC(=O)NCc2ccccc2)nnc1-c1ccncc1 the results were TAG inh 4 and TAG inh DAPI viability -2.
Screening CC(C)CC(C(=O)O)C(C)CC(=O)Nc1ccn(-c2ccccc2)n1 (configuration not stated) returned TAG inh 16 and TAG inh DAPI viability 11.
For CCN(C(=O)COC(=O)c1ccccc1NC(=O)c1ccco1)C1CCS(=O)(=O)C1 (configuration not stated) the results were TAG inh 0 and TAG inh DAPI viability -4.
`O=C(Nc1ccc(NC(=O)c2cc3ccccc3o2)cc1)c1ccc2c(c1)OCCO2` gave TAG inh 19 and TAG inh DAPI viability 19.
For Cc1ccc(S(=O)(=O)Nc2ccc3c(c2)C(=O)N([C@H](C)CO)C[C@H](C)[C@H](CN(C)C(=O)Nc2cccc4ccccc24)OCCCC[C@@H](C)O3)cc1 the results were TAG inh 2 and TAG inh DAPI viability 4.
For Cc1ccc(NC(=O)c2ccccn2)c(Br)c1 the results were TAG inh 8 and TAG inh DAPI viability 3.
`CCn1c(Cc2cccs2)nnc1SCC(=O)NC1CC1` gave TAG inh 14 and TAG inh DAPI viability -7.
Cc1ccc(OC(=O)N2CCOCC2)cc1 was read as TAG inh 2 and TAG inh DAPI viability 3.
CC1CCCN(CC(=O)Nc2ccc(S(=O)(=O)N3C(C)CCCC3C)cc2)C1 (configuration not stated) was read as TAG inh -16 and TAG inh DAPI viability -1.
CCNC(=O)C1(C)CCCN(Cc2cc(-c3ccccc3)n(C)n2)C1 (configuration not stated) was read as TAG inh 7 and TAG inh DAPI viability 3.
For C/C(=N/NC(=O)CSc1nc2ccccc2n1C)c1ccc(O)cc1 the results were TAG inh -9 and TAG inh DAPI viability 8.
Cc1ccc(CN2C(=O)CCC2C(=O)NC(C)C)cc1 (configuration not stated) was read as TAG inh -22 and TAG inh DAPI viability 8.
Screening Cc1ccc(NC(=O)NCCCN2CCCC2=O)cc1C returned TAG inh 4 and TAG inh DAPI viability -1.
For CCOC(=O)Cc1csc(NS(=O)(=O)c2cccc([N+](=O)[O-])c2)n1 the results were TAG inh 33 and TAG inh DAPI viability -14.
`Cc1cc(C(=O)CSc2nc3ccc(Cl)cc3[nH]2)c(C)n1Cc1ccco1` gave TAG inh -2 and TAG inh DAPI viability -1.
For O=C(CCn1cnc2ccccc2c1=O)Nc1cccc(Cl)c1 the results were TAG inh 2 and TAG inh DAPI viability 9.
O=C(Cc1ccccc1F)Nc1ccc(SC(F)F)cc1 was read as TAG inh -2 and TAG inh DAPI viability -10.
For COc1ccccc1/C=C/C(=O)NCCC1=CCCCC1 the results were TAG inh -19 and TAG inh DAPI viability 5.
O=C(Nc1ccc2c(c1)CCC2)c1ccccc1Br was read as TAG inh 9 and TAG inh DAPI viability -4.
`Cc1cccc(C(=O)Nc2cccc(OCC(=O)O)c2)c1` gave TAG inh 15 and TAG inh DAPI viability -6.
`CCC1CCCCN1Cc1nc(Cc2ccccc2Cl)no1` (configuration not stated) gave TAG inh 5 and TAG inh DAPI viability 0.
Screening O=C(NNC(=O)c1ccccc1-n1cccc1)c1ccc(Cl)c(Cl)c1 returned TAG inh -10 and TAG inh DAPI viability 3.
COCCNC(=O)C(=O)Nc1ccc2c(c1)N(S(=O)(=O)c1cccs1)CCC2 was read as TAG inh 32 and TAG inh DAPI viability -29.
`COc1ccc2c(COC(=O)c3ccc(C)c(S(=O)(=O)N4CCOCC4)c3)cc(=O)oc2c1` gave TAG inh -10 and TAG inh DAPI viability 12.
For Cc1ccc(-c2cc(C(F)F)n3ncc(C(=O)Nc4ccc(S(=O)(=O)Nc5ccccc5C)cc4)c3n2)cc1 the results were TAG inh 35 and TAG inh DAPI viability 33.
`CC1(C)CC(=O)C2=C(C1)N(CC1CCCO1)C(=O)C2(O)C(F)(F)F` (configuration not stated) gave TAG inh -6 and TAG inh DAPI viability -10.
C[N+]1(C)CCC(OC(=O)C(O)(c2ccccc2)C2CCCC2)C1 (configuration not stated) was read as TAG inh 13 and TAG inh DAPI viability -2.
For CN(C)c1ccc(/C=C2\SC(=O)N(CCc3nnc(N)s3)C2=O)cc1 the results were TAG inh -19 and TAG inh DAPI viability 15.
For CC(Sc1ccc2c(c1)OCCO2)C(=O)Nc1ccc(N2CCOCC2)cc1 (configuration not stated) the results were TAG inh 2 and TAG inh DAPI viability 1.
For CCNC(=S)N(CCc1c(C)[nH]c2ccccc12)Cc1cc(OC)c(OC)c(OC)c1 the results were TAG inh 1 and TAG inh DAPI viability 4.
COc1cc2nc(N(CCCN(C)C)C(=O)c3ccc(S(=O)(=O)N(C)C4CCCCC4)cc3)sc2cc1OC was read as TAG inh 18 and TAG inh DAPI viability 2.
`O=S(=O)(c1ccc(NC(=S)NCc2cccnc2)cc1)N1CCCCC1` gave TAG inh 2 and TAG inh DAPI viability 4.
For Cc1ccc(C(=O)NCc2nc3ccccc3[nH]2)o1 the results were TAG inh -7 and TAG inh DAPI viability -5.
O=C(NC(Nc1ncc(S(=O)(=O)c2ccc([N+](=O)[O-])cc2)s1)(C(F)(F)F)C(F)(F)F)c1ccc(Cl)cc1 was read as TAG inh -21 and TAG inh DAPI viability 3.

Gathered by group, the entries above containing a COOH group (2)
Screening CC(C)CC(C(=O)O)C(C)CC(=O)Nc1ccn(-c2ccccc2)n1 (configuration not stated) returned TAG inh 16 and TAG inh DAPI viability 11.
`Cc1cccc(C(=O)Nc2cccc(OCC(=O)O)c2)c1` gave TAG inh 15 and TAG inh DAPI viability -6.

More entries:
Screening Cc1cc(OCC(=O)OCC(=O)NCC2CCCO2)ccc1Cl (configuration not stated) returned TAG inh 8 and TAG inh DAPI viability -5.
`O=C(Nc1sc2c(c1C(=O)O)CCCC2)c1ccc(Cl)cc1` gave TAG inh -8 and TAG inh DAPI viability 6.
Cc1ccc(S(=O)(=O)N2c3ccccc3NC(=O)CC2C)cc1 (configuration not stated) was read as TAG inh -12 and TAG inh DAPI viability -2.
COc1cccc(CNCCNC(=O)c2ccco2)c1OC was read as TAG inh 0 and TAG inh DAPI viability -8.
`COc1ccc2[nH]c(=O)c(CN(C(C)=O)c3cccc(C)c3)cc2c1` gave TAG inh 3 and TAG inh DAPI viability 12.
`N#Cc1ccc(C(c2nnnn2C2CCCC2)N2CCC(Cc3ccccc3)CC2)cc1` (configuration not stated) gave TAG inh -37 and TAG inh DAPI viability 3.
`CC(=O)c1ccc(NC(=O)CN(C)CC(=O)Nc2cccc(F)c2)cc1` gave TAG inh 1 and TAG inh DAPI viability 12.
For CC(OC(=O)CNC(=O)c1ccc(Cl)cc1)C(=O)NC1CCCCC1C (configuration not stated) the results were TAG inh -1 and TAG inh DAPI viability 1.
`N#CCCCSc1nnc(CSc2nc3ccccc3s2)n1-c1ccccc1` gave TAG inh 7 and TAG inh DAPI viability -16.
Screening O=C(NCc1ccccc1)c1ccc(C(=O)NCc2ccccc2)cc1 returned TAG inh 12 and TAG inh DAPI viability -14.
`O=C(c1csc2c1CCCC2)N1CCN(c2cccc(C(F)(F)F)c2)CC1` gave TAG inh 11 and TAG inh DAPI viability 3.
For C[C@H](CO)N1C[C@H](C)[C@H](CN(C)S(=O)(=O)c2cccs2)Oc2ccc(NC(=O)Nc3ccc4c(c3)OCO4)cc2CC1=O the results were TAG inh 25 and TAG inh DAPI viability 6.
COc1cc(C(=O)OCC(=O)NC2CCCCC2)cc2c1OCCO2 was read as TAG inh -3 and TAG inh DAPI viability -3.
Screening COc1cccc(Oc2ccc(C(F)(F)F)cc2NC(=O)C2=COCCO2)c1 returned TAG inh -16 and TAG inh DAPI viability -3.
For Cc1cc(C)cc(OCC(=O)Nc2ccc3c(c2)C(=O)c2ccccc2C3=O)c1 the results were TAG inh 16 and TAG inh DAPI viability 2.
`N#Cc1ccc(OCC(=O)NCCc2ccccn2)cc1` gave TAG inh -7 and TAG inh DAPI viability 1.
For O=C(C1CCCN(Cc2ccccc2)C1)N1CCCCC1 (configuration not stated) the results were TAG inh 3 and TAG inh DAPI viability -10.
`CC(=O)NCCNc1nc(NCC2CC2)nc2cc(-c3ccccc3)sc12` gave TAG inh 19 and TAG inh DAPI viability -7.
N#Cc1ccccc1COC(=O)CCC(=O)c1cccs1 was read as TAG inh 4 and TAG inh DAPI viability -1.
Screening c1ccc(OCCOCCSc2ncccn2)cc1 returned TAG inh 11 and TAG inh DAPI viability -4.
CCCc1nc2oc3c(NCCN4CCOCC4)ncnc3c2c2c1CCCC2 was read as TAG inh 5 and TAG inh DAPI viability 7.
`CCC(CO)Oc1cc(NCc2ccc(C(F)(F)F)cc2)c2ncn(C(C)C)c2c1` (configuration not stated) gave TAG inh 21 and TAG inh DAPI viability 2.
`Cc1cc(C)cc(NC(=O)CSc2ccccc2)c1` gave TAG inh -37 and TAG inh DAPI viability -4.
`Cc1c(CCOC(=O)CC23CC4CC(CC(C4)C2)C3)sc[n+]1CC(=O)c1ccc(Br)cc1` gave TAG inh -4 and TAG inh DAPI viability -3.
COc1ccccc1C(CNC(=O)c1cccc(S(=O)(=O)Nc2ccc(C)cc2)c1)N1CCCC1 (configuration not stated) was read as TAG inh 6 and TAG inh DAPI viability 5.
CCNC(=S)N1CCN(CC)CC1 was read as TAG inh 5 and TAG inh DAPI viability 3.
`O=C1CSC2=NCN(c3ccccc3)CN12` gave TAG inh 8 and TAG inh DAPI viability -7.
`CCOC(=O)CSCC(=O)N1N=C(c2cccs2)CC1c1ccc(F)cc1` (configuration not stated) gave TAG inh -19 and TAG inh DAPI viability 9.
For COc1cc(CC(=O)Nc2ncc(C)s2)cc(OC)c1OC the results were TAG inh 21 and TAG inh DAPI viability 4.
Screening Fc1ccc(N2CCN(C(c3cccs3)c3nnnn3CCc3ccccc3)CC2)cc1 (configuration not stated) returned TAG inh 1 and TAG inh DAPI viability -1.

An excerpt from above in order of length of the SMILES, descending.
`Cc1cc(C(=O)CSc2nc3ccc(Cl)cc3[nH]2)c(C)n1Cc1ccco1` gave TAG inh -2 and TAG inh DAPI viability -1.
`CC(=O)c1ccc(NC(=O)CN(C)CC(=O)Nc2cccc(F)c2)cc1` gave TAG inh 1 and TAG inh DAPI viability 12.
Cc1ccc(S(=O)(=O)N2c3ccccc3NC(=O)CC2C)cc1 (configuration not stated) was read as TAG inh -12 and TAG inh DAPI viability -2.

Filtered by structure: the entries above with a nitro group on carbon
For CC1CCCCN1CCCNc1ccc(C(CC(N)=O)NC(=O)Cc2ccc(Br)cc2)cc1[N+](=O)[O-] (configuration not stated) the results were TAG inh 19 and TAG inh DAPI viability -3.
For CCOC(=O)Cc1csc(NS(=O)(=O)c2cccc([N+](=O)[O-])c2)n1 the results were TAG inh 33 and TAG inh DAPI viability -14.
O=C(NC(Nc1ncc(S(=O)(=O)c2ccc([N+](=O)[O-])cc2)s1)(C(F)(F)F)C(F)(F)F)c1ccc(Cl)cc1 was read as TAG inh -21 and TAG inh DAPI viability 3.

The list continues.
Screening COC(=O)N(C)C[C@@H]1OCc2ccccc2-c2c(n(C)c3ccccc23)C(=O)N([C@H](C)CO)C[C@@H]1C returned TAG inh 15 and TAG inh DAPI viability -1.
OCC[C@H]1C[C@H](O)[C@@H](O)[C@@]2(CCc3ccccc3CO2)O1 was read as TAG inh -3 and TAG inh DAPI viability 6.
`CCCN(C(=O)c1cccc(-n2cccc2)c1)c1c(N)n(Cc2ccccc2)c(=O)[nH]c1=O` gave TAG inh -12 and TAG inh DAPI viability -7.
`COCCn1nnnc1C(c1ccccc1)N1CCN(c2ccccc2)CC1` (configuration not stated) gave TAG inh -7 and TAG inh DAPI viability 5.
CC(C)(/C=N/NC(=O)CSCc1ccc(Cl)cc1)CCC#N was read as TAG inh -68 and TAG inh DAPI viability 5.
Screening O=C(O)C1C2C=CC3(CN(CC(O)COc4ccccc4)C(=O)C13)O2 (configuration not stated) returned TAG inh -10 and TAG inh DAPI viability 3.
COc1ccc(CN2C(=O)c3ccccc3C2C(=O)NC2CCC(C)CC2)c(OC)c1 (configuration not stated) was read as TAG inh -10 and TAG inh DAPI viability -4.
For CN(C(=O)c1cccnc1)c1nnc(-c2cccnc2)s1 the results were TAG inh -5 and TAG inh DAPI viability -7.
COc1ccccc1COC(=O)c1ccc(S(=O)(=O)N2CCOCC2)cc1 was read as TAG inh -27 and TAG inh DAPI viability 6.
